Compound activity as filed in PubChem.
PolyA inhibitor: yeast polyadenylation inhibition; S. cerevisiae SKY197-pL101 polyadenylation reporter, beta-gal luminescence; efflux-impaired pdr1/pdr3 knockout yeast; score 100 = 6 SD above DMSO; calls only at 12 µM; 0.02% of 300,000 active; AID 1875;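 active = lowest replicate activity score at least 50, where 100 means six control SD above control mean; inconclusive = lowest score under 50 but half or more replicates reach 50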;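 also: yeast exposed to compound for 9 h at 30 °C; higher score means more reporter readthrough which indicates perturbed polyadenylation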
HDAC3 inh: human HDAC3 inhibition; 0.15% of 320,000 active; inhibition, % at 8.3 µM; recombinant HDAC3, fluorogenic peptide/trypsin coupled, fluorescence; O15379; in the data active = inhibition above about 26%, passing the limit was not always enough; inconclusive = no clear call, values can overlap the other calls
Target sequence (O15379 whole entry, looked up): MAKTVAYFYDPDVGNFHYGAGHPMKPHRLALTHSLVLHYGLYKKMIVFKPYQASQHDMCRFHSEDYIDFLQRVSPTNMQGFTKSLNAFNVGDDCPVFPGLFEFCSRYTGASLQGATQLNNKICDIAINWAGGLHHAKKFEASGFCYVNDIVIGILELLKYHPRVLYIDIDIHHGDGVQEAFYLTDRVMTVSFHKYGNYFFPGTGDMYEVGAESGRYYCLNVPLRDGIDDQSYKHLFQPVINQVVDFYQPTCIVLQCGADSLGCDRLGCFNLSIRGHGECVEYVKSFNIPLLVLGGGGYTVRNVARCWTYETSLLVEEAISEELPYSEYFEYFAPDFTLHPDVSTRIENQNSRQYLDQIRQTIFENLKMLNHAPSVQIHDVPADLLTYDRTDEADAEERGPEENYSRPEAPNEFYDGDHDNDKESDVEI
Platelet DG rel: modulates dense granule release in human platelets. human platelet-rich plasma, SFLLRN dense granule ATP release, luminescence. inhibition, %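 (compounds screened at 7.5 µM in platelet-rich plasma)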. 0.22% of 300,000 active;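 active = mean replicate score, as percent of positive control, at or above 50; inconclusive = mean below 50 but at least one replicate at or above 50; inactive = mean and every replicate below 50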
HSP90 refold inh: HSP90 refolding inhibition in rabbit reticulocyte lysate; 0.91% of 290,000 active; luciferase refolding luminescence, 3 h; AID 1789; inhibition, % at 5.6 µM;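 active = inhibition above the screen-wide mean plus 3 SD, computed separately per campaign, cut at about 16% in these data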;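 also: 0% = DMSO wells and 100% = 60 µM geldanamycin wells; inhibitors lower the luminescence because luciferase stays unfolded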
DYRK1A inh: blocks rat Dyrk1A kinase activity. Q63470. ADP-Glo luminescence, NFATc1 peptide. inhibition, % at 12.5 µM. 0.43% of 310,000 active. AID 504441; in the data active = inhibition above about 50%;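 also: plate controls were vehicle with enzyme for no effect and no enzyme for full effect; many of its hits are not listed in these tables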
GSK3beta inhib: inhibitors of human GSK3beta kinase. P49841. GST-GSK3beta kinase, ADP-Glo luminescence, 60 min; active compounds read low. activity score (negative = inhibition), % at 10 µM. 0.038% of 300,000 active. AID 2097;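 active = more than half of replicate wells score below -50%, meaning over 50% inhibition versus plate controls; inconclusive = some replicates but at most half score below -50%; inactive = no replicate scores below -50%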;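 also: 0% = median DMSO wells and -100% = median GW8510 positive control wells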
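Test system: GST-fused GSK3beta enzyme, cell-free | Quantity: 1.6 ng GST-GSK3beta enzyme per well | Reagent: 25 µM ATP with peptide substrate | Schedule: 60 min enzyme reaction, room temperature | Signal: Luminescent ADP-Glo measurement of ADP formed | Read-out basis: Score relative to plate controls | Control set: DMSO and 20 µM GW8510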
HSF1 activator: increases HSF-1 driven luciferase reporter signal; NIH3T3-HGL HSF-1 luciferase reporter, MG132, 8 h; 100% = twice DMSO control signal; activation, % at 9 µM; 1.7% of 300,000 active; AID 504408;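 active = mean replicate activation of at least 50% with a set share of replicates each reaching 50%; inconclusive = only one of those two conditions met; inactive = mean below 50% and too few replicates reaching it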;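 also: 0% = median of the neutral control wells and 100% = twice that signal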
AI-2 QS mod: Vibrio harveyi AI-2 quorum sensing modulation; 0.4% of 300,000 active; AID 2094; activity change, % at 7.5 µM; Vibrio harveyi JMH597 AI-2 luminescence/OD600 ratio, 9 h; active compounds read low; strain lacks LuxN and CqsS sensors; 0 = neutral-control median; in the data active = activity change below about -75%, passing the limit was not always enough; inconclusive = no clear call, values can overlap the other calls;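 also: luminescence divided by OD600 gain over 9 h not by final OD600 alone; inactives centre near 13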
GSK3A inh: blocks human GSK-3 alpha kinase; AID 2650; 0.1% of 320,000 active; inhibition, % at 10 µM; ADP-Glo luminescence, 60 min; P49840;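 in the data active = inhibition above about 50%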;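 also: GST-tagged GSK-3 alpha with peptide substrate and 25 µM ATP; 0% = DMSO neutral wells and 100% = GW8510 positive control wells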
Target sequence (P49840 whole entry, looked up): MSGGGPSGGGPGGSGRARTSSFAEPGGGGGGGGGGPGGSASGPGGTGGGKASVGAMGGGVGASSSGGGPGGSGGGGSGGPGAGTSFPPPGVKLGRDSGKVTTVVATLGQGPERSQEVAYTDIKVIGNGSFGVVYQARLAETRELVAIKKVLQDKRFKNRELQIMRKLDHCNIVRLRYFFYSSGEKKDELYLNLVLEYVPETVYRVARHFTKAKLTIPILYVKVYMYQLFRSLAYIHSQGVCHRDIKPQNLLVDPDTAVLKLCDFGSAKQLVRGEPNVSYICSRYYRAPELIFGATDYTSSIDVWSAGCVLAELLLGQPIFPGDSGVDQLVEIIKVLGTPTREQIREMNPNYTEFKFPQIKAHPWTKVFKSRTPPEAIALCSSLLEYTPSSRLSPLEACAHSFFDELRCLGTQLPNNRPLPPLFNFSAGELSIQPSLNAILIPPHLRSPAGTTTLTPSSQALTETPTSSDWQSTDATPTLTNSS
HSF1 inhib: HSF1 inhibition; NIH3T3-HGL HSE-luciferase, MG132-induced, luminescence 8 h; active compounds read low; activity change, negative = inhibition, % at 7.5 µM (by protocol); 0.77% of 300,000 active; AID 2098;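 active = more than half of replicate wells show activity change below -50%, luminescence cut by over half; inconclusive = some wells, but at most half, below -50%; inactive = no replicate well below -50%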;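 also: luciferase reports HSF-1 transcriptional activity via heat shock element; 0% = median of DMSO wells and -100% = zero luminescence signal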
* marks the source's active call; other numbers are inactive results; i = inactive; ? = inconclusive; nt = not tested or not shown. Not all compounds are listed; the hit share may differ from the screen's.

entry	canonical_smiles	HSF1 inhib	GSK3A inh	DYRK1A inh	HSF1 activator	PolyA inhibitor	GSK3beta inhib	Platelet DG rel	HDAC3 inh	HSP90 refold inh	AI-2 QS mod
1	Cc1cc(C)n2nc(C(=O)OCC(=O)N3CC(C)CC(C)C3)nc2n1 (stereo not given)	1	0	6	-18	i	-1	nt	-3	nt	21
2	Cc1ccc(C)c(NC(=O)Nn2cnnc2)c1	-1	-1	10	4	i	-2	8	-7	-8	1
3	Cn1cc(Cl)c(C(=O)Nc2nc3ccccc3s2)n1	13	0	-5	19	i	-2	20	2	9	27
4	O=C(CC(Nc1ccccc1)C(=O)O)c1ccccc1 (stereo not given)	4	1	-4	3	i	7	8	4	nt	15
5	O=C(N1CCN(c2cccc(Cl)c2)CC1)C1(c2cccs2)CCOCC1	-4	0	-7	-12	i	4	4	5	-3	18
6	CN(C)CCCNC1=CC(=O)OC12CCCCC2	-11	nt	-1	-11	i	4	1	-6	1	25
7	O=C(CCS(=O)(=O)c1ccc(Cl)cc1)NCCC1=CCCCC1	0	3	1	9	i	0	-22	7	-3	7
8	O=C(Nc1ccccc1[N+](=O)[O-])c1cccc(N2C(=O)CCC2=O)c1	18	-2	-1	54*	i	0	0	nt	3	18
9	COc1ccc(CCC(C)NCC2CCCCC2)cc1 (stereo not given)	2	-2	-1	2	nt	1	-2	3	4	21
10	COc1ccc(S(=O)(=O)Cc2ccc(C(=O)N3CCCC3)o2)cc1	-6	-4	-11	-12	i	3	-2	-10	0	23
11	Cc1cccc(NC(=S)N/N=C/c2c[nH]c3ccccc23)c1	24	4	8	?	i	-1	11	nt	-9	3
12	O=C(CCC1CCCC1)N1CCN(C(=O)COc2ccccc2)CC1	9	0	5	10	i	3	12	1	0	9
13	N=c1oc2ccc(Br)cc2cc1C(=O)NCc1ccccc1	7	2	-1	-5	i	3	9	6	-1	15
14	Cc1ccc(S(=O)(=O)N2CCC(C(=O)Nc3ccc(S(=O)(=O)N4CCCC4)cc3)CC2)cc1	-3	2	16	12	i	0	-4	-5	nt	42
15	Cc1ccc(CNC(=O)CSc2nc3[nH]ncc3c(=O)[nH]2)cc1	-1	5	3	15	i	1	-4	0	-3	20
16	CCCCNC(=O)C1CC(=O)N(C2CCCC2)C1 (stereo not given)	7	-1	-2	-4	i	-1	10	2	5	27
17	OCCNc1nc(Nc2ccc(Br)cc2)nc2ccccc12	8	2	nt	-6	i	-2	5	-1	-3	-13
18	CC(=O)c1ccc(OC(=O)COc2ccccc2)cc1	-2	2	12	3	i	2	2	2	2	18
19	CN1CCN(c2nc3nonc3nc2N2CCN(C)CC2)CC1	0	9	-1	12	i	5	-5	-4	1	?
20	Cc1ccc(-c2nnc(Nc3ccc(CC(N)=O)cc3)c3ccccc23)cc1	2	-3	-7	28	i	-1	6	4	2	9
21	COc1ccc(C2C(C(=O)Nc3ccccn3)=C(C)Nc3ncnn32)c(OC)c1 (stereo not given)	-1	-1	0	3	i	-1	-4	-5	1	18
22	O=[N+]([O-])c1ccc(N2CCCCC2)cn1	-3	-2	-2	2	i	1	1	7	-5	10
23	O=C(Nc1ccc(Cl)cc1C(F)(F)F)C(Sc1nnc(-c2cccs2)o1)c1ccccc1 (stereo not given)	13	0	1	-1	i	2	-11	2	-5	15
24	C/C(=N\NC(=O)c1ccco1)c1cccc2ccccc12	13	0	-2	14	i	3	5	-2	0	24
25	COc1cccc(NC(=O)c2nn(C)c3c2CS(=O)(=O)c2ccccc2-3)c1	0	-4	-5	-4	i	-2	13	-5	2	21
26	COc1ccc(CCNC(=O)c2c([S-])n(-c3ccc(C)cc3)c3cccc[n+]23)cc1	0	-1	-9	33	i	-3	-6	-1	3	42
27	Cc1cc(N(CC(=O)NC2CC2)S(C)(=O)=O)ccc1Br	0	1	-6	-1	i	3	3	-4	-2	14
28	CCOc1ccc(CN(C)CC(=O)Nc2ccc([N+](=O)[O-])cc2Cl)cc1	6	0	-4	19	i	1	8	3	2	5
29	O=C(ON=C1CCN(S(=O)(=O)c2ccccc2)CC1)c1ccc(F)cc1	0	-3	5	-5	i	-3	-3	0	5	4
30	CCCCOc1cccc(C(=O)O)c1	nt	-1	2	nt	i	-1	nt	-14	-1	9
31	Cc1ccc(C(=O)COC(=O)CCCC(=O)Nc2cc(C(F)(F)F)ccc2Cl)cc1C	-1	-1	2	-3	i	1	15	2	-1	38
32	COc1ccccc1NC(=O)CCc1nnc2ccc(N3CCC4(CC3)OCCO4)nn12	-7	-6	-3	-17	i	0	-2	0	2	24
33	CCOc1cc(S(=O)(=O)n2nc(C)cc2C)ccc1Br	-1	-1	-2	-13	i	-1	-2	7	2	0
34	CCc1cccc(NC(=S)N(CCOC)C(C)c2ccco2)c1 (stereo not given)	-3	0	-3	-9	i	4	-3	2	0	17
35	Cc1csc(SCC(=O)NCCc2ccc(Cl)cc2Cl)n1	-1	1	0	8	i	-1	-4	-4	3	12
36	O=C1CC(O)(c2ccccc2)C(c2ccccc2)=C1c1ccccc1 (stereo not given)	9	1	-2	23	i	1	1	4	4	11
37	Cn1cc(SCC(=O)N2CCN(c3ccccc3)CC2)c2ccccc21	4	-1	-6	8	i	4	-2	-1	-3	8
38	CCCc1nc(SCC(=O)N2CCc3ccccc32)c2c(C)c(C)sc2n1	3	-1	nt	-13	i	-2	-3	-3	-1	12
39	Cc1csc(Nc2ccc(Cl)cc2)[n+]1-c1ccc(Cl)cc1	7	1	4	41	i	0	-2	-1	4	6
40	COc1cccc(OCC(O)CNC2CCCC2)c1 (stereo not given)	-5	6	nt	-4	i	-2	6	-10	-2	3
41	S=C(Nc1ccc(N2CCOCC2)cc1)Nc1ccc2snnc2c1	20	0	3	30	i	0	-9	2	0	23
42	Cc1cc(C)nc(SCC(=O)Nc2ncc(Cc3cccc(Cl)c3)s2)n1	-9	1	-2	-5	i	2	1	-4	-3	19
43	O=C1c2ccc([N+](=O)[O-])cc2C(=O)N1c1ccc([N+](=O)[O-])cn1	-3	3	-1	-3	i	0	-26	-1	nt	10
44	CC1CCC(NC(=O)CCS(=O)(=O)c2ccc3c(c2)oc(=O)n3C)CC1 (stereo not given)	4	-2	-1	-3	i	-1	12	0	-2	9
45	Cc1cc(C)n(C(=O)CCNC(=O)c2ccccc2Br)n1	-4	-2	4	-5	i	3	-2	4	-4	-6
46	Cc1cc2cc(CCNC(=O)C(=O)c3c[nH]c4ccccc34)c(=O)[nH]c2cc1C	-63*	-3	2	-65	i	0	3	-2	4	16
47	COc1ccc(OC)c2sc(NC(=O)c3ccc(Cl)s3)nc12	-45	0	-3	-55	i	1	-28	3	0	7
48	O=C(COC(=O)C1CCCO1)Nc1cccc(C(F)(F)F)c1 (stereo not given)	0	-1	-5	0	i	0	2	0	6	12
49	CCCN(CC(=O)Nc1ccc(F)c(F)c1F)CC(=O)Nc1c(Cl)cccc1Cl	1	-1	0	7	i	-1	0	5	-2	22
50	O=C(/C=C/c1cccs1)Nc1cccnc1	19	1	12	32	i	0	-2	10	2	3
51	COc1ccc(C(=O)C2CCN(C(=O)c3ccc(C)cc3)CC2)cc1	-1	-4	-3	9	i	11	5	-8	5	5
52	CC(C)OCCCn1c(=S)[nH]c2ccc(N3CCOCC3)cc2c1=O	4	4	-3	-2	i	-2	0	3	0	15
53	Cc1ccc(Nc2ccc(C(=O)O)cc2[N+](=O)[O-])cc1	-1	-4	-2	3	i	1	-5	6	0	39
54	O=C(CN1CCN(c2nc(-c3ccccc3)cs2)CC1)NNC(=O)c1ccc(Br)cc1	5	-1	-5	9	i	1	11	-3	-1	21
55	COc1ccccc1-n1cnc2cc(C(=O)NCc3ccco3)ccc21	11	nt	4	0	i	-1	3	nt	4	24
56	Cc1cccc(-n2nnnc2SCC(=O)N(CC(C)C)c2c(N)n(CC(C)C)c(=O)[nH]c2=O)c1	2	-7	0	1	i	-1	5	2	1	12
57	CCNC(=O)c1sc2cc(C)ccc2c1Cl	11	0	4	35	i	2	11	9	4	22
58	C=CCn1nc2n(c1=O)-c1ccccc1SC2	3	2	-1	19	i	6	-8	-3	3	23
59	[O-][n+]1onc2c1CCc1[nH]c(-c3ccccc3)nc1-2	4	-6	-5	21	i	2	-7	3	-2	27
60	Nc1c(C(=O)Nc2ccccc2)sc2ncc([N+](=O)[O-])cc12	0	-2	nt	-4	i	5	7	?	-2	38

Continued:
entry	canonical_smiles	HSF1 inhib	GSK3A inh	DYRK1A inh	HSF1 activator	PolyA inhibitor	GSK3beta inhib	Platelet DG rel	HDAC3 inh	HSP90 refold inh	AI-2 QS mod
61	CCCCCCN(C(=O)CCCCCN1C(=O)NC(c2ccc(-c3ccccc3)cc2)C(C(=O)OCc2ccccc2)=C1C)C(C(=O)NCCCC)c1ccccn1 (stereo not given)	-10	nt	nt	-16	i	1	-1	nt	nt	5
62	O=C(O)c1ccc(Nc2nc(-c3cccnc3)cs2)cc1O	-7	18	nt	17	i	-7	4	7	-3	19
63	CCOC(=O)C1CCN(C(=O)COc2ccc(Br)cc2Br)CC1	18	0	15	24	i	1	0	-4	0	3
64	CCCCN(C(=O)CSCC(=O)Nc1ccc(C)cc1)c1c(N)n(Cc2ccccc2)c(=O)[nH]c1=O	-1	-2	17	-13	i	-4	2	-2	nt	26
